Tat transport: E. coli Tat transport inhibition. E. coli MC4100 TorA-mCherry Tat export, fluorescence. inhibition, % at 10 µM. 340,000 compounds, 0.036% hits. AID 488895;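 active = mean replicate inhibition at least 50% and at least half of replicates individually reaching 50%; inconclusive = only one of the two criteria met; inactive = neither criterion met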;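 also: exported cargo escapes ClpAP degradation while cytoplasmic cargo is degraded and loses fluorescence; 0% = median of neutral control wells and 100% = median of NaSCN control wells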
phage Ecoli inh: E. coli growth loss with phage present | growth absorbance | inhibition, % at 11.9 µM | 360,000 compounds, 0.26% hits | AID 651602; in the data active = inhibition above about 11%
CAL PDZ inh: inhibitors of human CAL PDZ peptide binding | AID 504414 | 330,000 compounds, 0.02% hits | Q9HD26 | purified CAL PDZ, TMR-peptide fluorescence polarization, 1 h | inhibition, % at 20 µM;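 active = highest replicate inhibition of at least 40%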;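 also: plate controls were DMSO neutral control wells for no effect and unlabeled competitor peptide control wells for full effect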
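Material – purified CerCALP PDZ construct · Detection – FP readout, S and P plane fluorescence · Measure – percent inhibition from loss of millipolarization · Controls – unlabelled peptide for full inhibition, DMSO wells as neutral · Probe or stimulus – TMR-labelled reporter peptide T*-PRC34 bound in PDZ groove · Times – 1 h at RT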
PvdQ acylase: P. aeruginosa PvdQ acylase inhibition; purified PvdQ acylase, fluorescence plate reader; inhibition, % at 10 µM; 340,000 compounds, 0.063% hits; AID 488965; in the data active = inhibition above about 30%, passing the limit was not always enough; inconclusive = no clear call, values can overlap the other calls;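 also: 0% = vehicle neutral wells and 100% = reference inhibitor wells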
Wnt bcat act: activates Wnt/beta-catenin signaling in a reporter cell assay; activator, plate reader; 300,000 compounds, 1.2% hits; activation, % at 9.35 µM; in the data active = activation above about 30%, passing the limit was not always enough; inconclusive = no clear call, values can overlap the other calls;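 also: 0% = neutral control wells and 100% = positive control wells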
E coli growth: counter-screen for AddAB inhibitors: E. coli growth inhibition; inhibition, % at 11.9 µM; E. coli V3065 growth, OD600 absorbance, 18 h; AID 449728; 330,000 compounds, 0.27% hits;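 active = inhibition above the campaign's mean inhibition across all tested compounds plus 3 SD, cut at about 9.9% in these data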;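 also: uninfected addAB+ strain grown without phage in ampicillin broth; 0% = DMSO wells and 100% = ciprofloxacin 0.95 µg/ml wells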
AddAB inh: less growth of phage-infected E. coli with AddAB; E. coli expressing H. pylori AddAB, absorbance growth; 330,000 compounds, 0.29% hits; inhibition, % at 11.9 µM; in the data active = inhibition above about 12%;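 also: 0% = vehicle wells of infected cells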
DAGLB inh: blocks human DAGLB lipase activity; HEK293T DAGLB membrane lysate, EnzChek fluorogenic substrate; inhibition, % at 5.17 µM; 340,000 compounds, 0.059% hits; AID 504411; in the data active = inhibition above about 34%;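 also: 0% = enzyme with vehicle and 100% = wells lacking enzyme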
Target sequence (Q8NCG7 whole entry, looked up): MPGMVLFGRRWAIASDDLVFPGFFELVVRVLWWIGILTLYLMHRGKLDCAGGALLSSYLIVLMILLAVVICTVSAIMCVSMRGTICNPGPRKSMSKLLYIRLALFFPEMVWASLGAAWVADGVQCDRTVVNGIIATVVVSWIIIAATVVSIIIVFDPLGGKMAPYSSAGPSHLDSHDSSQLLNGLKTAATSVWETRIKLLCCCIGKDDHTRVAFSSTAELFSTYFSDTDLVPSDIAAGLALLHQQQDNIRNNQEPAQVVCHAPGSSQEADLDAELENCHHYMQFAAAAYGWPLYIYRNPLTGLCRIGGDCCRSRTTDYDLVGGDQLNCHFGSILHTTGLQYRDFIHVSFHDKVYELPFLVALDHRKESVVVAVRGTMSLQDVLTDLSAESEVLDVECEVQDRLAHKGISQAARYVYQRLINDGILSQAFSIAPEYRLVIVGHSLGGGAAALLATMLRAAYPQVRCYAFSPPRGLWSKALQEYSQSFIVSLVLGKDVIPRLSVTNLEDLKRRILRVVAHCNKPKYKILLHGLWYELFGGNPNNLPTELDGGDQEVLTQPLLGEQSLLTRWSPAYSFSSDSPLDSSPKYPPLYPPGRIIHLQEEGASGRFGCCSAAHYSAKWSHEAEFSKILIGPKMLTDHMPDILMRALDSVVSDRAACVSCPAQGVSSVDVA
Rtt109 HAT inh: inhibitors of Candida albicans Rtt109/Vps75 histone acetyltransferase | AID 540336 | Q5AAJ8 | 330,000 compounds, 0.16% hits | purified Rtt109/Vps75, ThioGlo CoA-SH fluorescence, 4 h | inhibition, % at 34.9 µM;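 active = inhibition of at least 50% in every replicate; inconclusive = best replicate reaches 50% inhibition but some replicates fall short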
Target sequence (Q5AAJ8 whole entry, looked up): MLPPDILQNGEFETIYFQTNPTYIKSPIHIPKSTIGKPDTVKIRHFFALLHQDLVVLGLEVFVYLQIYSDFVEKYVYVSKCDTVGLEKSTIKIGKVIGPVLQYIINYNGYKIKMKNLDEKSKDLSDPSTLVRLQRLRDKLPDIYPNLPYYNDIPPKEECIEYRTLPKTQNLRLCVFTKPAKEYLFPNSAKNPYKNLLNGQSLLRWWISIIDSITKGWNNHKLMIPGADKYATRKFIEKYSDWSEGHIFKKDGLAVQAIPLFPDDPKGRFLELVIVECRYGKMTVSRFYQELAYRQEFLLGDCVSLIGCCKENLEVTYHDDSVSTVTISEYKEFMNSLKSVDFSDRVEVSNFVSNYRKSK
PfHsp90 set2: inhibits growth of yeast expressing Plasmodium falciparum Hsp90; S. cerevisiae expressing PfHsp90, BacTiter-Glo ATP, 48 h; yeast lacking PDR1 and PDR3 efflux regulators; inhibition, % at 9.4 µM; 310,000 compounds, 0.32% hits; AID 504621;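 active = every replicate shows inhibition above about 80%, whatever the replicate mean, limit read from the data; inconclusive = mean inhibition reaches the set limit but some replicate falls short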;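 also: 0% = DMSO neutral controls and 100% = 20 µM radicicol positive controls; yeast relying on Plasmodium falciparum Hsp90 in place of its own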
* marks the source's active call; other numbers are inactive results; ? = inconclusive; nt = no result given.

(1) Cn1nccc1/C=C(/C#N)S(=O)(=O)c1ccccc1
(2) Cc1cc(N)ccc1-n1c(C)ccc1C
(3) O=C(NCC(=O)N(c1cccnc1)C(C(=O)NC1CCCC1)c1ccccc1)c1ccco1 (configuration not stated)
(4) Cn1c(O)c(N=NC(=S)Nc2ccccc2F)c2cc(S(=O)(=O)N3CCOCC3)ccc21
(5) O=C1NCC(=O)N2CCC[C@@H]12
Assay by compound	1	2	3	4	5
E coli growth	-0.2	-0.6	0.3	nt	4.2
Rtt109 HAT inh	0	-7	-1	14	-3
DAGLB inh	-2	4	0	8	1
PfHsp90 set2	nt	17	3	-4	-27
PvdQ acylase	-9	-4	-5	-1	6
Tat transport	-9	-19	-10	-15	0
phage Ecoli inh	0.8	3.0	3.7	-0.8	5.5
CAL PDZ inh	-0.2	0.3	-1.3	-0.2	1.1
Wnt bcat act	nt	nt	-1	-1	-1
AddAB inh	0.5	2.6	0.6	nt	5.4

(6) N#Cc1ccc(C23CC4(C2)[C@H](CN(CC2CCCCC2)[C@@H]4c2ccccc2)C3c2ccccc2)cc1 (some centres not stated)
(7) CC(OC(=O)C1CC1)C(=O)Nc1cc(Cl)cc(Cl)c1 (configuration not stated)
(8) CCOC(=O)CC1(C)NC(C(=O)O)C(C)(C)S1 (configuration not stated)
(9) COc1ccccc1CNS(=O)(=O)c1ccc(S(=O)(=O)NC2CC2)cc1
(10) COc1ccc(/C=C/C(O)=C(\C#N)c2nnc(N3CCOCC3)n2-c2ccccc2)cc1OC
Assay by compound	6	7	8	9	10
E coli growth	1.4	-0.7	nt	1.3	-1.4
Rtt109 HAT inh	-7	-2	-4	-24	-10
DAGLB inh	-7	-7	-1	1	0
PfHsp90 set2	-24	10	3	-13	nt
PvdQ acylase	-8	-3	-9	-9	-3
Tat transport	-36	-5	0	-3	-7
phage Ecoli inh	2.1	2.4	2.1	-4.2	0.5
CAL PDZ inh	-2.0	-0.9	0.0	-2.7	-1.5
Wnt bcat act	-10	-1	3	-2	-1
AddAB inh	2.3	-0.5	nt	3.2	1.1

(11) COc1ccc(CCNC(=O)C2c3ccccc3C(=O)N2CCC(C)C)cc1OC (configuration not stated)
(12) COc1ccc(C)cc1NC(=O)CC(O)(C(F)(F)F)C(F)(F)F
(13) Cc1ccc(OCCCCc2c(C)n[nH]c2C)cc1
(14) Cc1cccc(N(Cc2ccccc2)C(=O)CSC(C)C(=O)Nc2cc(C)on2)c1 (configuration not stated)
(15) O=C(NCc1ccccn1)c1ccc(Cl)s1
Assay by compound	11	12	13	14	15
E coli growth	2.6	-1.0	-3.5	-0.3	-0.7
Rtt109 HAT inh	4	4	4	-2	-2
DAGLB inh	0	-3	-2	0	-1
PfHsp90 set2	11	1	-14	nt	-6
PvdQ acylase	-9	3	0	-4	-5
Tat transport	1	-14	6	7	1
phage Ecoli inh	0.7	2.7	2.6	0.2	0.8
CAL PDZ inh	-1.7	-0.3	1.2	-2.0	-0.5
Wnt bcat act	-2	nt	2	-2	3
AddAB inh	1.8	1.4	0.8	0.2	2.5

(16) CN(C)CCCn1c(SCC(=O)N2c3ccccc3Sc3ccccc32)nc2ccccc2c1=O
(17) O=C(Cn1cc(COc2cc(F)cc(F)c2)nn1)c1ccc(O)cc1
(18) CSCCC1NC(=O)N(CC(=O)N2CCc3ccccc3C2)C1=O (configuration not stated)
(19) CC(=O)OCC1OC(n2c3c(cc(C#N)c2=S)CCCC3)C(OC(C)=O)C(OC(C)=O)C1OC(C)=O (configuration not stated)
(20) Oc1ccc2ccc(Cl)cc2c1
Assay by compound	16	17	18	19	20
E coli growth	-0.5	nt	0.9	nt	nt
Rtt109 HAT inh	?	2	3	2	-3
DAGLB inh	0	-2	-1	3	-2
PfHsp90 set2	-2	17	-37	15	-16
PvdQ acylase	9	-12	-16	-16	6
Tat transport	7	-1	4	-3	-11
phage Ecoli inh	2.9	1.8	2.4	2.4	3.4
CAL PDZ inh	-1.8	-1.1	-0.8	0.6	-0.7
Wnt bcat act	-3	0	2	-3	-2
AddAB inh	-2.1	nt	0.2	nt	nt

Rewritten field by field: part of the list above
2) Cc1cc(N)ccc1-n1c(C)ccc1C
  E coli growth: -0.6
  Rtt109 HAT inh: -7
  DAGLB inh: 4
  PfHsp90 set2: 17
  PvdQ acylase: -4
  Tat transport: -19
  phage Ecoli inh: 3.0
  CAL PDZ inh: 0.3
  Wnt bcat act: nt
  AddAB inh: 2.6
13) Cc1ccc(OCCCCc2c(C)n[nH]c2C)cc1
  E coli growth: -3.5
  Rtt109 HAT inh: 4
  DAGLB inh: -2
  PfHsp90 set2: -14
  PvdQ acylase: 0
  Tat transport: 6
  phage Ecoli inh: 2.6
  CAL PDZ inh: 1.2
  Wnt bcat act: 2
  AddAB inh: 0.8
20) Oc1ccc2ccc(Cl)cc2c1
  E coli growth: nt
  Rtt109 HAT inh: -3
  DAGLB inh: -2
  PfHsp90 set2: -16
  PvdQ acylase: 6
  Tat transport: -11
  phage Ecoli inh: 3.4
  CAL PDZ inh: -0.7
  Wnt bcat act: -2
  AddAB inh: nt

Additional compounds follow:
(21) CCOC(=O)CSc1nc2c(sc(=S)n2-c2ccccc2)c(=O)n1-c1ccc(OC)cc1OC
(22) CN(C)c1ccc(C(=O)OCC(=O)Nc2ccc(N3CCOCC3)cc2)cc1
(23) COc1cccc(/C=N/NC(=O)c2ccc(OCc3cccc(Br)c3)cc2)c1
(24) O=C(NCCSCc1c(F)cccc1Cl)c1ccco1
(25) OCCC1CN(Cc2cnc(-c3ccccc3)s2)CCN1CCc1ccccc1 (configuration not stated)
Assay by compound	21	22	23	24	25
E coli growth	-2.1	2.8	-0.2	0.9	-0.8
Rtt109 HAT inh	-3	-3	-15	1	nt
DAGLB inh	-2	1	-3	2	2
PfHsp90 set2	6	-22	nt	5	17
PvdQ acylase	10	16	-6	3	-2
Tat transport	-4	-5	3	0	3
phage Ecoli inh	3.9	-1.9	2.8	2.1	2.0
CAL PDZ inh	-0.3	2.1	-4.8	-1.6	-3.1
Wnt bcat act	1	2	nt	1	-6
AddAB inh	-1.2	2.0	2.5	0.1	0.7

(26) O=S(Cc1ccccc1)CC(O)(c1ccccc1)c1ccccc1 (configuration not stated)
(27) CCOC(=O)CNC(=O)C1COc2ccccc2O1 (configuration not stated)
(28) Cc1ccc(C2(COC(=O)C(C)C)CO2)c(OC(=O)C(C)C)c1 (configuration not stated)
(29) CCOC(=O)C1C2C=CC3(CN(c4cccc(Cl)c4)C(=O)C13)O2 (configuration not stated)
(30) Cc1c(C(=O)NNC(=O)Nc2ccc([N+](=O)[O-])cc2)oc2ccccc12
Assay by compound	26	27	28	29	30
E coli growth	1.8	0.2	1.2	0.7	1.9
Rtt109 HAT inh	-12	1	1	17	-2
DAGLB inh	1	2	-3	-7	8
PfHsp90 set2	-1	-22	23	nt	19
PvdQ acylase	-12	-3	12	0	-9
Tat transport	-4	12	2	-7	0
phage Ecoli inh	1.6	3.1	3.9	0.9	-0.6
CAL PDZ inh	-0.3	-0.3	-0.4	-0.6	-1.5
Wnt bcat act	nt	0	-2	-3	6
AddAB inh	2.8	-0.8	5.5	2.1	-0.1

(31) O=[N+]([O-])c1ccccc1S(=O)(=O)Nc1ccc(S(=O)(=O)N2CCOCC2)cc1
(32) COc1cccc(/C=C2\Oc3ccc(O)cc3C2=O)c1O
(33) CCS(=O)(=O)N1CCN(c2ccc([N+](=O)[O-])c(N3CCOCC3)c2)CC1
(34) CC(=O)c1cc(C#N)c(SCc2ccccc2)nc1C
(35) COc1ccc(NC(=O)N[C@@H](CCSC)C(=O)O)cc1Cl
Assay by compound	31	32	33	34	35
E coli growth	-2.1	0.2	-1.1	-0.4	1.6
Rtt109 HAT inh	7	5	6	-5	-5
DAGLB inh	-6	-5	2	-4	0
PfHsp90 set2	1	-2	18	-24	11
PvdQ acylase	3	-9	-4	8	-9
Tat transport	-1	-1	-2	4	1
phage Ecoli inh	1.3	3.2	3.6	3.6	-0.1
CAL PDZ inh	-2.7	2.4	0.4	-1.2	-1.4
Wnt bcat act	5	38*	-1	nt	nt
AddAB inh	2.6	-0.7	-0.8	1.5	0.5

(36) CCOC(=O)c1c(NC(=O)COc2ncnc3ccccc23)sc(C)c1CC
(37) Cc1ccc(C(=O)O/N=C(\N)c2cccc([N+](=O)[O-])c2)cc1
(38) CCN(C(=O)CN1C(=O)NC2(CCCc3ccccc32)C1=O)c1ccc(F)cc1 (configuration not stated)
(39) N#Cc1ccsc1NC(=O)CN1C(=O)NC2(CCCC2)C1=O
(40) O=C(Nc1ccc(N2CCOCC2)cc1Cl)C1CCN(C(=O)OCc2ccccc2)CC1
Assay by compound	36	37	38	39	40
E coli growth	-0.2	-0.7	-0.5	-3.2	1.8
Rtt109 HAT inh	1	-9	-14	3	2
DAGLB inh	-8	-7	2	2	0
PfHsp90 set2	-17	4	nt	4	13
PvdQ acylase	-8	-5	-7	-14	3
Tat transport	1	-10	-13	-8	11
phage Ecoli inh	3.4	4.8	2.2	4.8	0.3
CAL PDZ inh	-2.7	-2.0	-0.6	-0.7	-0.3
Wnt bcat act	-5	-2	-1	8	1
AddAB inh	-0.2	1.9	1.7	-2.4	6.4

(41) CCc1cccc(C)c1NC(=O)CCN1C(=O)NC(C)(C)C1=O
(42) COc1ccc(OC)c(/C=N/NC(=O)CSc2cc(C)nc3c(OC)cccc23)c1
(43) COc1ccc(C2CC(C(F)(F)F)n3nc(C(=O)O)cc3N2)cc1OC (configuration not stated)
(44) Cc1nc2cccc(C)n2c(=O)c1Cl
(45) Cc1ccc(CNc2ccc3c(c2)OCO3)cc1
Assay by compound	41	42	43	44	45
E coli growth	-1.2	-1.4	0.5	1.0	-0.2
Rtt109 HAT inh	-3	-15	7	1	-2
DAGLB inh	-3	nt	2	-1	3
PfHsp90 set2	nt	-6	nt	-1	15
PvdQ acylase	-4	-3	8	18	-4
Tat transport	4	7	-1	-13	9
phage Ecoli inh	0.1	4.1	2.3	2.6	nt
CAL PDZ inh	0.4	-1.1	-0.2	0.1	-1.5
Wnt bcat act	-3	-2	nt	nt	nt
AddAB inh	1.6	2.9	0.4	-0.7	2.1

(46) CCCc1cc(=O)n2[nH]c(NCc3ccc(OC)cc3)nc2n1
(47) Cc1ccc(C2CC(=O)Nc3cc4c(cc32)OCCO4)s1 (configuration not stated)
(48) CN(CC(=O)Nc1ccccc1Cl)C(=O)COC(=O)CN1C(=O)NC2(CCCC2)C1=O
(49) O=C(Nc1nccs1)c1ccc2c(c1)C(=O)N(Cc1cccnc1)C2=O
(50) COC(=O)c1ccccc1NC(=O)NCCc1ccc(OC)c(OC)c1
Assay by compound	46	47	48	49	50
E coli growth	1.7	0.9	0.8	0.1	0.2
Rtt109 HAT inh	1	-1	-4	1	-9
DAGLB inh	-1	0	-1	4	2
PfHsp90 set2	9	-7	30	-5	-7
PvdQ acylase	-3	-9	-7	-20	-8
Tat transport	4	-3	5	6	2
phage Ecoli inh	3.9	0.2	2.0	0.9	5.0
CAL PDZ inh	0.3	-2.4	-2.4	-2.7	-4.0
Wnt bcat act	-2	-5	-1	-1	-2
AddAB inh	5.4	3.7	-1.3	5.2	1.9

Assay outcomes deposited in PubChem BioAssay by several laboratories.
